# Tn6 DDE FP: inhibitors of Tn6 peptide binding to fibrin DD(E), primary screen, biochemical, fluorescence polarization, human fibrin, Tn6 probe; Fibrinogen beta chain (Homo sapiens), P02675; Fibrin DD(E) TRITC-Tn6 fluorescence polarization displacement; inhibition, % at 8.3 µM; 370,000 tested, 0.21% active;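 active = inhibition above a per-campaign cutoff: mean of compounds within control limits plus 3 SD, cut at about 15% in these data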;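 note: 0% = median of all compound wells on the plate and 100% = blocking peptide control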
# ARFGAP1 inh: inhibitors of rat ARFGAP1 GAP activity, primary screen, biochemical, fluorescence polarization, GDP tracer; ADP-ribosylation factor GTPase-activating protein 1 (Rattus norvegicus), Q62848; Arfgap1-stimulated ARF1 GTP hydrolysis, GDP FP detection; inhibition, % at 16.5 µM; 360,000 tested, 0.26% active; AID 651572, 2012;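 active = inhibition above a per-plate limit, mean inhibition of low control wells plus 3 SD, cut at about 25% in these data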;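 note: 0% = DMSO wells with enzyme and 100% = wells lacking Arfgap1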
#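 Material – truncated rat Arfgap1 GAP domain · Buffer or medium – HEPES-based buffer, pH 7.5 · Reagent – human ARF1(Δ1-17)-GTP substrate · Dosing – 16.5 µM single point, 1.26% DMSO · Schedule – GTP hydrolysis reaction 2 h at 25 °C · Technique – GDP detection by fluorescence polarization · Benchmarks – No-Arfgap1 wells (100%) versus DMSO full-reaction wells (0%) · Repeats – single replicate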
# MBD2 inh: inhibitors of MBD2 binding to methylated DNA, primary screen, biochemical, TR-FRET, DNA-binding domain, human. MBD2 binding to methylated oligonucleotide. inhibition, % at 4.4 µM. 370,000 tested, 0.31% active. AID 686964, 2013; in the data active = inhibition above about 13%
# UHRF1 MBD2 ctr: UHRF1 methylated DNA binding inhibitors, primary screen, counter-screen for MBD2 inhibitor project, biochemical, TR-FRET, human UHRF1, single concentration. E3 ubiquitin-protein ligase UHRF1 (Homo sapiens), Q96T88. UHRF1 binding to methylated oligo. inhibition, % at 4.4 µM. 370,000 tested, 0.75% active. AID 687016, 2013; in the data active = inhibition above about 21%;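 note: UHRF1 SRA domain binding a hemimethylated CpG hairpin DNA probe; 0% = median of test compound wells and 100% = reference inhibitor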
# PLC-gamma1 inh: PLC-gamma1 enzyme inhibitors, primary screen, biochemical, fluorescence, purified enzyme; 1-phosphatidylinositol 4,5-bisphosphate phosphodiesterase gamma-1 (Homo sapiens), P19174; fluorogenic substrate; inhibition, % at 12.2 µM; 370,000 tested, 0.84% active; AID 720700, 2013; in the data active = inhibition above about 9.5%
# Target sequence (P19174 whole entry, looked up): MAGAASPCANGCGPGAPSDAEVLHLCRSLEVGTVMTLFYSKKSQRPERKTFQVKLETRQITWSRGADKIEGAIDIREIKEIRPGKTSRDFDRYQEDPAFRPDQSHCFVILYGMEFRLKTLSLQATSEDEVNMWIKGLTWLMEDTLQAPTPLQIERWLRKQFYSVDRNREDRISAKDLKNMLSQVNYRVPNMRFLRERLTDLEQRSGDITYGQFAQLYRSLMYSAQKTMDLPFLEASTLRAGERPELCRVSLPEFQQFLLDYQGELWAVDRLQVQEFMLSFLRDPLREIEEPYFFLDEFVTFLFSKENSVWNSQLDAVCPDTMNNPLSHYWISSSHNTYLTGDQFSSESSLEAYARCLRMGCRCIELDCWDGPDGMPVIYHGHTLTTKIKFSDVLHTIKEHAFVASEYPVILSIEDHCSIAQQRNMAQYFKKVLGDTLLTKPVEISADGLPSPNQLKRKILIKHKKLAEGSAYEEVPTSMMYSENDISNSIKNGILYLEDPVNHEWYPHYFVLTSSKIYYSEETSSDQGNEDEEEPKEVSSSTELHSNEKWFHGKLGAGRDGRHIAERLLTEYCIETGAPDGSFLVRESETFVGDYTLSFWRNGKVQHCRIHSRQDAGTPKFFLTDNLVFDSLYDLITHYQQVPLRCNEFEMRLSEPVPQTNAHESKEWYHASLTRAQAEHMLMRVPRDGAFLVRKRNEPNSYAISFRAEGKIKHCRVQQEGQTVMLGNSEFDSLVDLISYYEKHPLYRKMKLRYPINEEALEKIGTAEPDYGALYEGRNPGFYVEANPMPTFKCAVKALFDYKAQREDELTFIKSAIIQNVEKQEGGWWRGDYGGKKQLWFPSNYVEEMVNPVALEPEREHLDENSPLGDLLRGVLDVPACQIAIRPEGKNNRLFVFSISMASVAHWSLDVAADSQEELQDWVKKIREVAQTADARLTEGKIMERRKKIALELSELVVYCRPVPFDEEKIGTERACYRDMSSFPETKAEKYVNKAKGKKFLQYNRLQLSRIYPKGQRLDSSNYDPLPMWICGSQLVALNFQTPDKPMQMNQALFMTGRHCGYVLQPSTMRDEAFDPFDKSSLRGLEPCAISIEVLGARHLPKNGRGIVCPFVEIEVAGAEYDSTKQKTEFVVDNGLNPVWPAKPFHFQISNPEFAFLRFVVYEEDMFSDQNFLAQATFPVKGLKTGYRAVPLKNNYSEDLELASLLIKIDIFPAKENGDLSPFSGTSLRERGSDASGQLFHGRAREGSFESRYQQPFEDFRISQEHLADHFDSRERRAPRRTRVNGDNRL
# ADAM17 inh: ADAM17 inhibitors, primary screen, biochemical, QFRET. Disintegrin and metalloproteinase domain-containing protein 17 (Homo sapiens), P78536. recombinant ADAM17, EDANS/DABCYL FRET peptide cleavage. inhibition, % at 6.95 µM. 370,000 tested, 0.83% active. AID 720648, 2013;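 active = inhibition above the mean of compounds lying between control limits plus 3 SD, set per campaign, cut at about 8.5% in these data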;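 note: 0% = DMSO-only wells as the low control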
# DDE Tn7 FP inh: inhibitors of Tn7 peptide binding to fibrin DD(E), primary screen, biochemical, fluorescence polarization, human fibrin, Tn7 probe; 370,000 tested, 0.13% active; inhibition, % at 8.3 µM; FP displacement of FITC-Tn7 peptide from fibrin DD(E); 0% = median of compound wells per plate; AID 720508, 2013; Fibrinogen beta chain (Homo sapiens), P02675;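 active = inhibition above the mean of compounds falling within the control limits plus 3 SD of them, cut at about 14% in these data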;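 note: 0% = plate median of compound wells and 100% = 10 µM Aha-Tn7 peptide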
#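 Assay system: human fibrin DD(E) protein / Input: 2 µM fibrin DD(E) / Benchmarks: high control of 10 µM Aha-Tn7 peptide / Measured by: fluorescence polarization of the labelled Tn7 tracer / Medium: Tris buffer with calcium and detergent, pH 7.8 / Timing: 10 min compound pre-incubation, 3 h probe incubation at room temperature / Repeats: one replicate per compound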
# proKLK7 act: proKLK7 zymogen activators, primary screen, biochemical, fluorescence intensity. Kallikrein-7 (Homo sapiens), P49862. purified proKLK7, EDANS-DABCYL substrate fluorescence; 100% is mature enzyme control, 0% vehicle. activation, % at 7 µM. 370,000 tested, 0.9% active;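 active = activation above the mean of all tested compounds plus 3 SD, computed per campaign excluding outliers beyond control limits, cut at about 13% in these data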
# ASAP1 GAP inh: inhibitors of human ASAP1 ArfGAP activity, primary screen, biochemical, fluorescence polarization; Arf-GAP with SH3 domain, ANK repeat and PH domain-containing protein 1 (Homo sapiens), …; ASAP1-stimulated ARF1 GTP hydrolysis, GDP FP detection; inhibition, % at 16.5 µM; 360,000 tested, 0.19% active; in the data active = inhibition above about 25%;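 note: 0% = vehicle with enzyme and substrate and 100% = no enzyme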
# PLC-beta3 inh: human PLC-beta3 inhibitors, primary screen, biochemical, fluorescence | Purified PLC-beta3, fluorogenic substrate | 1-phosphatidylinositol 4,5-bisphosphate phosphodiesterase beta-3 (Homo sapiens), Q01970 | AID 720704, 2013 | inhibition, % at 12.2 µM | 370,000 tested, 0.18% active; in the data active = inhibition above about 11%;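 note: 0% = median of compound wells on plate and 100% = full blocker control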
# Starred values were filed as active, the others as inactive; i = inactive; · = no result given.
SMILES,Tn6 DDE FP,ARFGAP1 inh,MBD2 inh,UHRF1 MBD2 ctr,PLC-gamma1 inh,ADAM17 inh,DDE Tn7 FP inh,proKLK7 act,ASAP1 GAP inh,PLC-beta3 inh
Cc1ccc(NC(=O)c2ccc(CSc3nnc(-c4ccncc4)n3C)cc2)cc1,1,14,6,3,2,-5,0,-0.4,14,6
CC(Sc1nc(C2CC2)n(-c2ccccc2)n1)C(=O)c1c(N)n(C)c(=O)n(C)c1=O (configuration not stated),3,5,-2,0,-2,0,0,0.0,14,-6
CCOC(=O)c1oc2ccccc2c1COC(=O)CNC(=O)c1ccco1,-10,12,6,3,0,-7,4,0.2,-8,0
CN(C(=O)C(Cl)Cl)c1ccc(OC(=O)c2ccco2)cc1,-1,-5,2,-3,2,-2,-1,0.1,-4,2
c1ccc2c(NCC3CCCO3)nc(N3CCOCC3)nc2c1 (configuration not stated),6,1,0,9,-43,-208,5,-13,-2,-68
Cc1ccc(OCC2Cn3c(nc4c3c(=O)[nH]c(=O)n4C)O2)cc1 (configuration not stated),4,-13,2,-3,-1,-4,2,0.1,-3,-1
O=C(Nc1nc2ccccc2[nH]1)Nc1ccccc1F,-13,14,9,-1,0,-4,1,-0.2,0,-5
COc1ccc(C2=NN(C(=O)CN3CCCCC3)C(c3ccc(C)cc3)C2)cc1 (configuration not stated),0,18,-1,0,-2,-5,4,0.6,-11,-8
Cc1ccccc1OCC(=O)NCCNC(=O)c1cccnc1,-1,-8,0,3,-3,-6,-1,-0.9,-6,-9
CC1CCCN(c2nc(-c3cccnc3)nc3scc(-c4ccccc4)c23)C1 (configuration not stated),3,-1,-2,1,-14,1,-3,-3.3,-5,-18
O=C(COC(=O)CNC(=O)c1ccccc1F)NCCNC(=O)COC(=O)CNC(=O)c1ccccc1F,-2,2,1,2,0,6,-6,-0.1,7,-2
COc1ccc(C(=O)N2CCN(C(=O)Cc3ccccc3)CC2)cc1OC,-3,-8,5,3,1,-6,-1,-0.5,-16,-2
CCN(CC)C(=O)C1=C(C)N(Cc2ccc(C(C)(C)C)cc2)C(=O)C(CC(=O)NCCN2CCOCC2)C1 (configuration not stated),5,1,-6,-2,1,-1,-3,0.7,0,5
O=C(CN(c1ccccc1)S(=O)(=O)c1ccccc1[N+](=O)[O-])Nc1ccccc1C(=O)N1CCOCC1,7,-3,3,0,2,2,-3,-0.1,10,2
O=C(NCc1ccc2c(c1)OCO2)c1ccc(CS(=O)(=O)c2ccc(Br)cc2)o1,-8,16,2,1,-1,1,9,0.3,-10,-4
O=C(CN1CCCc2ccccc21)N/N=C/c1ccccc1,-1,-3,1,-3,-7,-2,2,-0.2,0,-11
CC1CCCCC1NC(=O)Cn1c(=O)cnc2ccccc21 (configuration not stated),8,-12,2,-1,1,-7,3,0.3,9,1
CCCCCC(=O)N1C[C@@H](O)[C@H](n2cc(COC(=O)c3ccccc3)nn2)C[C@@H]1c1ccc(C)cc1,1,8,-2,-2,-2,4,3,0.0,-2,5
Cc1ccc(CN2C(=O)CSCC2(C)C(=O)NC(C)C)cc1 (configuration not stated),-10,-8,2,-1,-2,-3,1,0.1,0,1
COC(=O)c1sc(NC(=O)Cc2cccs2)nc1C,-4,-11,-1,1,3,1,5,-0.2,-4,2

# The closing two compounds of the part above are carried over, then new ones follow:
SMILES,Tn6 DDE FP,ARFGAP1 inh,MBD2 inh,UHRF1 MBD2 ctr,PLC-gamma1 inh,ADAM17 inh,DDE Tn7 FP inh,proKLK7 act,ASAP1 GAP inh,PLC-beta3 inh
Cc1ccc(CN2C(=O)CSCC2(C)C(=O)NC(C)C)cc1 (configuration not stated),-10,-8,2,-1,-2,-3,1,0.1,0,1
COC(=O)c1sc(NC(=O)Cc2cccs2)nc1C,-4,-11,-1,1,3,1,5,-0.2,-4,2
COc1ccc(/C=N/NC(=O)CC(=O)NCc2cccnc2)c(OC)c1,0,17,3,5,1,-8,6,0.3,12,0
CCCCc1cccc2[nH]cc(C)c12,-7,·,4,2,-5,-2,0,0.9,·,-11
COc1cc(/C=N/NC(=O)c2cccnc2)ccc1OC(=O)c1ccco1,-10,1,-5,1,-1,-1,-5,0.2,1,-1
O=C1N[C@H](Cc2ccccc2)COC(=O)[C@@H](Cc2ccc(F)cc2)C/C=C\C[C@H]1CC(=O)N(CCO)Cc1ccccc1,4,7,0,-4,3,2,-4,0.0,4,0
O=c1[nH]c2cc3c(cc2cc1CN(Cc1cccs1)Cc1nnnn1Cc1ccco1)OCCO3,-3,6,-2,-3,i,-224,4,-7.8,-10,i
CN(C)/C=C1\C(=O)N(c2ccc([N+](=O)[O-])cc2)N=C1c1ccccc1,-7,-4,1,-2,0,7,-4,-0.3,-2,7
CC1CCc2c(sc3nc(CN4CCN(S(=O)(=O)c5ccccc5[N+](=O)[O-])CC4)[nH]c(=O)c23)C1 (configuration not stated),3,3,5,0,0,-2,2,-0.3,2,-2
CCCOC(=O)c1ccc(OC(=O)c2ccco2)cc1,5,0,5,1,0,-6,-6,-0.6,14,-2
CCOc1cccc(-c2nnc(SCC(=O)Nc3ccc4c(c3)OCO4)n2N)c1,2,·,-5,-1,-1,-2,9,-0.1,·,1
Cc1nn(-c2ccccn2)c2nc(-c3cccs3)cc(C(=O)N3CCOCC3)c12,2,0,0,-2,i,i,3,23*,-13,i
COc1cccc(/C=N/NC(=O)c2ccccc2N(Cc2ccccc2)S(=O)(=O)c2ccccc2)c1OC,-7,2,-2,-3,-4,2,1,-0.6,4,-8
CC(C)(C)OC(=O)N1CCC(c2c(C(=O)N3CCN(C(=O)c4ccco4)CC3)cnn2-c2cccc(Cl)c2)CC1,0,12,-1,1,-2,2,7,0.3,-5,-4
O=C(CCC(=O)Nc1nnc(C2CCCCC2)s1)NCc1ccccc1,0,5,-5,3,-1,1,-2,0.3,5,-5
Cc1cc(C)n(CCCNC(=O)Cn2nnnc2CN2C[C@@H](C)O[C@@H](C)C2)n1,0,8,-1,2,3,-3,7,-0.1,-10,1
CCN(CC)S(=O)(=O)c1ccc(C(=O)NCCCN=C2NS(=O)(=O)c3ccccc32)cc1,8,-5,5,0,2,2,4,-0.3,1,-1
CC(C)(C)c1ccc(C(=O)NNc2cc(Cl)cc(Cl)c2)cc1,0,3,-3,-1,0,2,6,-0.1,-1,-4
O=C(NCc1ccc(F)cc1)C1CCCN1C(=O)Nc1cccc(F)c1 (configuration not stated),-2,2,-5,2,5,2,1,0.1,-9,-1
O=C1C[C@@H]2c3c(cccc3CN1Cc1ccccc1F)C[C@@H](O)[C@H]2O,-4,0,-2,-2,-1,-4,-1,0.0,13,2
COc1cc(NC2=Nc3cccc4cccc2c34)cc(OC)c1OC,-6,2,-6,-7,-37,-2,-1,-0.1,13,-48
O=C(Cc1ccccc1)Nc1ccc(C(=O)O)cc1,3,0,-2,-3,-2,-5,-7,0.7,-7,1
Cc1nc2ccc(NC(=O)c3ccc(Cl)nc3)cc2s1,1,11,-5,-2,-2,-2,1,-0.9,4,-11
Cn1cc(-c2cccc(Cl)c2)cc(C#N)c1=O,-3,-7,-2,-4,-38,-155,0,1.9,1,-48
O=C1CC(c2cccs2)CC(O)=C1C=NCCN1CCNCC1 (configuration not stated),5,0,-1,2,1,-1,2,0.4,-16,-1
CC(C)Cn1c(N)c(C(=O)COC(=O)C2CC(=O)N(Cc3ccccc3Cl)C2)c(=O)n(C)c1=O (configuration not stated),0,0,1,-4,3,2,-1,-0.3,-3,0
Cc1[nH]c2ccccc2c1NC(=O)CN1CCN(c2cccc(C(F)(F)F)c2)CC1,-5,-5,1,0,-7,3,3,3.1,7,-7
Cc1ccccc1SCc1noc(C(=O)NCC2CCCO2)c1C(=O)O (configuration not stated),-9,4,2,0,-2,-3,8,0.6,-4,-4
Cc1ccc(CN(C)CC(=O)Nc2cccc([N+](=O)[O-])c2)o1,1,16,-3,1,-3,-4,1,-0.1,16,-1
COc1ccc(N2C(=O)C(CC(N)=O)N(NC(=O)c3cccc(OC)c3)C2=S)cc1 (configuration not stated),2,-5,5,1,1,-3,-3,-0.4,6,0
CCNC(=O)CCc1nc(-c2ccc(C)cc2)no1,0,6,0,4,0,-2,9,0.0,1,-12
COC(=O)c1ccccc1N=Nc1c(C)[nH][nH]c1=O,-2,-5,-18,-17,2,-2,-2,-0.2,4,-5
CC(C)[C@@H]1Cc2[nH][nH]c(=O)c2[C@H](CCc2ccccc2)O1,-6,0,-11,-7,-4,-1,1,0.0,-2,-6
CC(=O)Nc1ccc(-n2c(=O)c3ccccc3c3ccccc3c2=O)cc1,3,2,-1,2,1,-2,2,0.0,1,-3
CC(=O)NN1C(=O)/C(=C/c2ccc(C(C)C)cc2)SC1=S,6,4,0,-6,-3,4,-2,-0.1,-7,0
CCc1ccc(OC(=O)c2ccn(CC)n2)cc1,-1,9,1,0,4,-3,0,-0.2,-8,3
Nc1ccccc1C(=O)Nc1cccc2ccccc12,7,0,-5,-2,-1,-1,3,-0.4,-14,-6
O=C(Cc1ccccc1)Nc1ccc(Br)c(Cl)c1,-5,4,0,-2,-4,6,-6,-0.2,12,1
O=C(Nc1c(Cl)cccc1Cl)c1ccc(-c2ccccc2)cc1,-2,-7,0,1,5,-4,1,-0.1,1,2
CN(C)CCNc1oc(COc2ccc(Cl)cc2)nc1C#N,-4,0,4,-1,-14,-6,8,0.5,5,-18
CCOC(=O)Cn1nc(C)n(-c2ccc(C)cc2)c1=O,3,12,0,0,6,4,0,-0.5,3,9
C=CCn1c(-c2csc(-c3ccc(OC)c(OC)c3)n2)n[nH]c1=S,-2,3,4,-1,-4,-7,-3,0.7,-3,-8
CCC(C)(C)c1ccc(Oc2ccc(NC(=O)COC(=O)C3=COCCO3)cc2)cc1,1,1,-7,1,10*,16*,5,-0.4,0,0
COCCOCC(O)CN1CCN(c2ccc(C)cc2)CC1 (configuration not stated),-7,4,10,7,1,-7,5,-0.2,10,0
